GAA850 FXN act: frataxin GAA850 promoter activation. HEK293 lucGAA850 FXN promoter luciferase reporter, 24 h; percent of 10 µM SAHA response. activation, % at 6 µM. actives 0.56% (n = 360,000);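 active means activation above the average of all compounds screened plus 3 SD, cutoff fixed separately per campaign, cut at about 7.5% in these data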;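 further: 0% = DMSO wells and 100% = 10 µM SAHA wells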
GC-B act: GC-B (human) receptor activation; actives 0.11% (n = 370,000); HEK293-GC-B cells, CNP EC30, cGMP TR-FRET; 0% at EC30 CNP, 100% saturating CNP; P20594; activation, % at 10 µM;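 active means activation at 10 µM reaching about 35% in either raw or pattern-adjusted values, limit read from the data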
NPR1 activator: GC-A (human) enzyme activation; HEK293 GC-A cells, cGMP TR-FRET, EC30 ANP; 0% at EC30 ANP, 100% saturating ANP; activation, % at 10 µM; actives 0.14% (n = 370,000); AID 1671463; in the data active means activation above about 40%
sPLA2-III inh: Inhibits HGIII-sPLA2 liposome hydrolysis, primary screen. inhibition, % at 12.2 µM. actives 0.56% (n = 370,000). QFRET BODIPY PC-A2 liposome hydrolysis, fluorescence. Q9NZ20;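 active means inhibition above mean plus 3 SD of compounds lying within the high and low control bounds, cut at about 19% in these data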;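 further: 0% = median of test compound wells and 100% = no enzyme DMSO wells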
ASAP1 GAP inh: blocks human ASAP1-stimulated Arf1 GTP hydrolysis | Q9ULH1 | GDP FP detection | inhibition, % at 16.5 µM | actives 0.19% (n = 360,000); in the data active means inhibition above about 25%;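 further: 0% = vehicle with enzyme and substrate and 100% = no enzyme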
Tn6 DDE FP: disrupts Tn6 cyclic peptide binding to fibrin D-Dimer-E complex. P02675. Fibrin DD(E) TRITC-Tn6 fluorescence polarization displacement. inhibition, % at 8.3 µM. actives 0.21% (n = 370,000);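 active means inhibition above a per-campaign cutoff: mean of compounds within control limits plus 3 SD, cut at about 15% in these data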;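 further: 0% = median of all compound wells on the plate and 100% = blocking peptide control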
ADAM10 inh: inhibitors of human ADAM10; actives 0.62% (n = 370,000); recombinant ADAM10, EDANS/DABCYL FRET peptide cleavage, 3 h; AID 720582; O14672; inhibition, % at 7 µM;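 active means inhibition above a per-campaign cutoff equal to the mean of compounds falling between control-based bounds plus 3 SD, cut at about 20% in these data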;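 further: 0% = DMSO wells while the 100% control is not disclosed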
Target sequence (O14672 214-748 limits assumed): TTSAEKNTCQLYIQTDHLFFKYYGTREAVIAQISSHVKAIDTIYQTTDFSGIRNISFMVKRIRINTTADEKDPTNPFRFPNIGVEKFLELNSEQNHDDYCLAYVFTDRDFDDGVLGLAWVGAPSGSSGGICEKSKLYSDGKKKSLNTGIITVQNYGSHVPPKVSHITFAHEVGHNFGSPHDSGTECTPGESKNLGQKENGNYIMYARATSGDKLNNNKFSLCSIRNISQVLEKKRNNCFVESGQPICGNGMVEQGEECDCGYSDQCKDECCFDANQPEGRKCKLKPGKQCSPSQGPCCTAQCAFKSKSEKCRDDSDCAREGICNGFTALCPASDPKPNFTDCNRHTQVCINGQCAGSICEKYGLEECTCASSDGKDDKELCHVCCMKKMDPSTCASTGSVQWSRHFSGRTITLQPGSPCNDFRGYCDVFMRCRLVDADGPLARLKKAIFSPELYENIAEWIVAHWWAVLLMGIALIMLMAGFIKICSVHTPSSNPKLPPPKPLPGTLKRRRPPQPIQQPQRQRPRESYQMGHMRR
rCAG RNA binder: binds r(CAG) RNA repeats; r(CAG) RNA repeat, TO-PRO-1 dye displacement fluorescence; inhibition, % at 3 µM; actives 1.3% (n = 370,000);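 active means inhibition above the plate cutoff, the mean of all test compounds on that plate plus 3 SD, cut at about 35% in these data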;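 further: 0% = DMSO alone and 100% = 100 µM mitoxantrone as full dye displacement; higher means more dye released from RNA so lower well fluorescence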
ARFGAP1 inh: rat ARFGAP1 inhibition. actives 0.26% (n = 360,000). Q62848. inhibition, % at 16.5 µM. Arfgap1-stimulated ARF1 GTP hydrolysis, GDP FP detection;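 active means inhibition above a per-plate limit, mean inhibition of low control wells plus 3 SD, cut at about 25% in these data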;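 further: 0% = DMSO wells with enzyme and 100% = wells lacking Arfgap1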
Target sequence (Q62848 1-136 limits assumed): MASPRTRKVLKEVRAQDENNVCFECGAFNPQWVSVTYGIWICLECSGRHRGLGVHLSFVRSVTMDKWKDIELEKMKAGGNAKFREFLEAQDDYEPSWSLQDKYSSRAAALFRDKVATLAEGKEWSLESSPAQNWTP
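system = rat Arfgap1 catalytic domain, aa 1-136 | technique = FP, GDP Alexa 633 tracer displaced from anti-GDP antibody, 620/688 nm | compound = one concentration, 16.5 µM, DMSO 1.26% | medium = HEPES-based buffer, pH 7.5 | timing = compound-enzyme preincubation 20 min, reaction 120 min, detection 60 min, 25 °C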
KLK7 zymogen act: proKLK7 (human) activation, primary screen. P49862. purified proKLK7, EDANS-DABCYL substrate fluorescence; 100% is mature enzyme control, 0% vehicle. activation, % at 7 µM. actives 0.9% (n = 370,000);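 active means activation above the mean of all tested compounds plus 3 SD, computed per campaign excluding outliers beyond control limits, cut at about 13% in these data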
Target sequence (P49862 whole entry, looked up): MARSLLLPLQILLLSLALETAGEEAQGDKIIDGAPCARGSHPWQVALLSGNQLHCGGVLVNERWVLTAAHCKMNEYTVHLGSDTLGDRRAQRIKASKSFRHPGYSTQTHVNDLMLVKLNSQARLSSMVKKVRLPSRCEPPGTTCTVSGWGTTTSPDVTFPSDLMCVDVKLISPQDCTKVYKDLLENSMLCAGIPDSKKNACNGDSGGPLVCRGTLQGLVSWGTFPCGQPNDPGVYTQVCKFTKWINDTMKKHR
Numbers without * were called inactive; i = inactive; . = not tested or not shown.

[1] O=C(CN1C(=O)c2ccccc2C1=O)Nc1nc(-c2cccc([N+](=O)[O-])c2)cs1
[2] CCC(NC(=O)Nc1cc(OC)c(OC)c(OC)c1)(C(F)(F)F)C(F)(F)F
[3] CCC(=O)/C=C1/Sc2ccc(OC)cc2N1CCO
[4] N#Cc1ccccc1NC(=O)CSC1=Nc2ccccc2C2CC=NN12 (configuration not stated)
[5] COC(=O)Nc1ccc(S(=O)(=O)N2CCCC(C(=O)N3CCN(C)CC3)C2)cc1 (configuration not stated)
[6] CCCCc1nnc(NC(=O)c2ccc(S(=O)(=O)N3CCOCC3)cc2)s1
[7] COc1cc(CNc2ncnc3c2ncn3[C@H]2CN(Cc3cccc(C(F)(F)F)c3)C[C@@H](CO)O2)cc(OC)c1OC
[8] Cc1ccc(C(=O)Nc2nnc(-c3ccncc3)s2)o1
[9] COC(=O)c1ccc(S(=O)(=O)N2CCCCCC2)n1C
[10] CN1CCC(N(C)C(=O)c2sc3cc(F)ccc3c2Cl)CC1

assay / entry,1,2,3,4,5,6,7,8,9,10
GAA850 FXN act,.,1.2,0.2,1.2,2.9,0.2,-5.7,-2.5,-0.7,1.6
GC-B act,-6,-11,3,8,-3,-2,-2,-8,3,-1
NPR1 activator,12,4,2,8,5,-4,-3,1,1,2
sPLA2-III inh,-4,1,2,-8,-3,-6,-37,6,-6,-6
ASAP1 GAP inh,-7,-2,7,10,4,9,2,3,-12,19
Tn6 DDE FP,3,2,-4,0,-2,7,-3,7,7,-6
ADAM10 inh,-1,1,-7,-2,4,-2,23*,-26,-4,1
rCAG RNA binder,3,-5,-4,6,-1,3,4,2,-2,0
ARFGAP1 inh,-7,-4,-1,0,-1,-10,10,7,10,-4
KLK7 zymogen act,0.4,0.5,-0.1,0.0,0.3,-0.6,0.1,-0.6,-0.1,0.2

[11] Cc1nnc(SCc2ccccc2)n(N)c1=O
[12] Cc1cc(C)n2nc(SCC(=O)Nc3ccc(F)c(F)c3F)nc2n1
[13] Cc1ccc(C(=O)Nc2ccc3c(c2)C(=O)N(CC2CCCO2)C3=O)cc1 (configuration not stated)
[14] O=C(NCC(c1ccco1)N1CCc2ccccc21)c1ccccc1Cl (configuration not stated)
[15] N#Cc1ccc2nc(-c3ccc(CN4CCC5(CC4)CNc4ccccc45)cc3)c(-c3ccccc3)nc2c1
[16] C/C(=C(/NC(=O)c1ccccc1)C(=O)O)c1ccco1
[17] Oc1cc(NCc2ccc(F)cc2)cc2cccnc12
[18] Cc1cccc(-n2c(=S)[nH]c3c(oc4ccccc43)c2=O)c1
[19] O=S(=O)(N1CCCCC1)n1c(Cc2ccccc2)nc2ccccc21
[20] CCC(NC(=O)Cc1c(C)c2ccc(OC)c(C)c2oc1=O)C(=O)NC(Cc1ccc(Cl)cc1)C(=O)O (configuration not stated)

assay / entry,11,12,13,14,15,16,17,18,19,20
GAA850 FXN act,2.0,1.5,-1.3,-0.8,.,2.9,-1.3,4.2,3.3,-1.3
GC-B act,0,4,4,-8,8,-1,4,11,-7,6
NPR1 activator,1,1,4,-6,1,1,2,19,-11,1
sPLA2-III inh,5,6,3,1,10,2,10,10,-8,-15
ASAP1 GAP inh,-7,10,2,-9,4,1,-2,-11,14,-9
Tn6 DDE FP,3,-3,2,-8,1,2,-2,5,-2,3
ADAM10 inh,7,-9,-216,3,-16,1,-15,-7,4,i
rCAG RNA binder,-2,4,-5,0,11,7,-5,6,-5,36*
ARFGAP1 inh,-10,6,0,10,0,-12,-5,2,-3,11
KLK7 zymogen act,-0.9,0.2,-14,-0.3,0.2,0.9,-2.2,0.4,0.9,6.2

[21] COc1ccc(NC(=S)NCc2ccc(F)cc2)c(OC)c1
[22] Cc1oc2c(CN3CCCC3)c(O)ccc2c(=O)c1-c1ccc(Br)cc1
[23] C=CCOc1c(Cl)cc(C2NC(=O)NC(C)=C2C(=O)OC)cc1Cl (configuration not stated)
[24] O=C(N/N=C/C=C/c1ccccc1)c1ccncc1
[25] CCOC(=O)c1cc(-c2ccc(C#N)cc2)nc2c1c(C)nn2CCC#N
[26] COCCCNC(=O)CCc1c(C)nc2c(c(C)nn2-c2ccc(C)cc2)c1C
[27] O=C1CCCC2=C1C(Cc1ccccc1)C1=C(CCCC1=O)O2
[28] O=[N+]([O-])c1cccc(C=Nc2cccc3ccccc23)c1O
[29] N#CC1=C(SCC(=O)Nc2nccs2)NC(=O)CC1c1ccccc1 (configuration not stated)
[30] CN(C(=O)COC(=O)c1cncc(Br)c1)C1CCS(=O)(=O)C1 (configuration not stated)

assay / entry,21,22,23,24,25,26,27,28,29,30
GAA850 FXN act,0.8,-2.1,1.1,2.3,1.4,1.4,0.5,-0.7,2.4,-0.9
GC-B act,-6,0,-6,2,10,-6,7,-1,-1,1
NPR1 activator,6,0,-5,-6,13,-2,3,1,-5,1
sPLA2-III inh,14,-6,4,-2,5,0,-8,-2,-13,2
ASAP1 GAP inh,9,-1,6,1,5,-2,-6,6,-4,14
Tn6 DDE FP,1,3,2,2,3,2,1,-7,8,2
ADAM10 inh,1,i,7,7,-52,-252,-3,-90,-7,-1
rCAG RNA binder,-2,0,-4,2,-3,-9,-5,11,7,-1
ARFGAP1 inh,6,1,-1,-1,-16,-4,-10,-6,1,6
KLK7 zymogen act,0.1,15*,0.1,-0.8,-3.2,2.1,0.3,-10,0.1,0.2

Shown bar-delimited: 11 of the compounds above
# | SMILES | GAA850 FXN act | GC-B act | NPR1 activator | sPLA2-III inh | ASAP1 GAP inh | Tn6 DDE FP | ADAM10 inh | rCAG RNA binder | ARFGAP1 inh | KLK7 zymogen act
20 | CCC(NC(=O)Cc1c(C)c2ccc(OC)c(C)c2oc1=O)C(=O)NC(Cc1ccc(Cl)cc1)C(=O)O (configuration not stated) | -1.3 | 6 | 1 | -15 | -9 | 3 | i | 36* | 11 | 6.2
21 | COc1ccc(NC(=S)NCc2ccc(F)cc2)c(OC)c1 | 0.8 | -6 | 6 | 14 | 9 | 1 | 1 | -2 | 6 | 0.1
22 | Cc1oc2c(CN3CCCC3)c(O)ccc2c(=O)c1-c1ccc(Br)cc1 | -2.1 | 0 | 0 | -6 | -1 | 3 | i | 0 | 1 | 15*
23 | C=CCOc1c(Cl)cc(C2NC(=O)NC(C)=C2C(=O)OC)cc1Cl (configuration not stated) | 1.1 | -6 | -5 | 4 | 6 | 2 | 7 | -4 | -1 | 0.1
24 | O=C(N/N=C/C=C/c1ccccc1)c1ccncc1 | 2.3 | 2 | -6 | -2 | 1 | 2 | 7 | 2 | -1 | -0.8
25 | CCOC(=O)c1cc(-c2ccc(C#N)cc2)nc2c1c(C)nn2CCC#N | 1.4 | 10 | 13 | 5 | 5 | 3 | -52 | -3 | -16 | -3.2
26 | COCCCNC(=O)CCc1c(C)nc2c(c(C)nn2-c2ccc(C)cc2)c1C | 1.4 | -6 | -2 | 0 | -2 | 2 | -252 | -9 | -4 | 2.1
27 | O=C1CCCC2=C1C(Cc1ccccc1)C1=C(CCCC1=O)O2 | 0.5 | 7 | 3 | -8 | -6 | 1 | -3 | -5 | -10 | 0.3
28 | O=[N+]([O-])c1cccc(C=Nc2cccc3ccccc23)c1O | -0.7 | -1 | 1 | -2 | 6 | -7 | -90 | 11 | -6 | -10
29 | N#CC1=C(SCC(=O)Nc2nccs2)NC(=O)CC1c1ccccc1 (configuration not stated) | 2.4 | -1 | -5 | -13 | -4 | 8 | -7 | 7 | 1 | 0.1
30 | CN(C(=O)COC(=O)c1cncc(Br)c1)C1CCS(=O)(=O)C1 (configuration not stated) | -0.9 | 1 | 1 | 2 | 14 | 2 | -1 | -1 | 6 | 0.2

Other entries:
[31] CCOc1ccc(CN(C)C(=O)CNC(=O)c2sc3ccccc3c2Cl)cc1
[32] Nc1[nH]c(C(=O)c2ccccc2)c(-c2cc(F)ccc2Br)c1C(=O)NCCc1c[nH]c2ccccc12
[33] Cc1ccc(NS(=O)(=O)c2ccc(CCC(=O)N3CCCC3)cc2)cc1
[34] CCOC(=O)c1c(C)[nH]c(C)c1S(=O)(=O)NCCCN1CCOCC1
[35] Cc1ccc(O)c(C(=O)CC(=O)c2cccc(F)c2)c1
[36] CN(CC(=O)Nc1ccc(Cl)c(Cl)c1)CC(=O)Nc1ccc2c(c1)OCO2
[37] CCOC(=O)N1CCN(C(=O)COC(=O)Cc2ccc(Cl)cc2)CC1
[38] CC(C)COCc1ccc(O)c2ncccc12
[39] CN(C)c1cccc(C(=O)NNC(=O)CSc2ccccc2)c1
[40] COc1ccc(S(=O)(=O)N2CCOCC2)cc1Br

assay / entry,31,32,33,34,35,36,37,38,39,40
GAA850 FXN act,-0.3,.,-1.2,-0.1,4.6,1.2,-0.7,0.7,1.2,1.8
GC-B act,5,0,3,-3,-3,-2,-7,-1,2,3
NPR1 activator,-4,-8,3,3,-1,-4,0,4,4,1
sPLA2-III inh,3,-46,-4,1,-7,-8,8,-2,1,-2
ASAP1 GAP inh,1,4,1,-6,7,3,-3,-14,-7,5
Tn6 DDE FP,7,-6,1,6,2,7,-13,-5,-6,7
ADAM10 inh,4,13,1,0,-24,2,-18,-7,-5,1
rCAG RNA binder,0,13,-4,0,4,3,-2,-2,0,-1
ARFGAP1 inh,-3,1,0,5,7,9,9,6,4,0
KLK7 zymogen act,-0.1,0.4,0.4,0.6,0.3,-0.3,-0.4,0.7,0.4,0.8

[41] COc1cc(NC(=O)CCc2c(C)[nH]c(=O)c(C#N)c2C)cc(OC)c1
[42] CC(NC(=O)CSc1ncccn1)c1ccc(Cl)cc1Cl (configuration not stated)
[43] CCCCn1c(NCc2ccccc2O)nc2ccccc21
[44] CCCCOC(=O)Nc1ccc(S(=O)(=O)Nc2cc(C)nc(C)n2)cc1
[45] COc1cccc(C(=O)NNC(=O)c2cccc3ccccc23)c1
[46] Cc1ccc(S(=O)(=O)c2c(C)cc(C)nc2Oc2cccc(C(F)(F)F)c2)cc1
[47] COc1ccc(N(C(=O)c2ccco2)C(C(=O)NC2CCCC2)c2cccnc2)c(OC)c1 (configuration not stated)
[48] CCn1cc(Cl)c(C(=O)Nc2cccc(CN3CCOCC3)c2)n1
[49] Cc1ccc(OCc2nnc(SCC(=O)Nc3ccc4c(c3)OCO4)n2Cc2ccco2)cc1

assay / entry,41,42,43,44,45,46,47,48,49
GAA850 FXN act,2.0,-0.5,0.4,1.8,0.6,3.2,-0.7,-1.4,.
GC-B act,-4,-4,-19,-4,-2,-8,0,-1,-9
NPR1 activator,-2,-3,-15,-8,2,-2,1,1,-4
sPLA2-III inh,1,3,-13,0,-5,-7,14,5,-28
ASAP1 GAP inh,-4,4,-7,0,-18,1,-7,7,.
Tn6 DDE FP,-1,0,5,0,-1,2,6,-9,2
ADAM10 inh,-7,1,4,-3,4,10,2,-13,7
rCAG RNA binder,3,-7,1,3,-1,-3,1,-9,2
ARFGAP1 inh,9,9,0,19,1,-5,26*,-8,.
KLK7 zymogen act,-0.2,-0.3,0.2,-0.1,-0.1,0.6,0.4,0.2,0.5

Assay outcomes deposited in PubChem by several laboratories.
